High-throughput results (PubChem)
PI4K2A block: blocks human PI4K2A kinase activity | Q9BTU6 | purified PI4K2A, ADP-Glo luminescence, 1 h; stronger effect = lower value | activity change, negative = inhibition, % at 76.9 µM | hit rate 0.13% among 420,000; in the data active = activity change below about -50%; inconclusive = mostly about -30% to -49%;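 also: -100% = wells without enzyme as full effect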
Target sequence (Q9BTU6 whole entry, looked up): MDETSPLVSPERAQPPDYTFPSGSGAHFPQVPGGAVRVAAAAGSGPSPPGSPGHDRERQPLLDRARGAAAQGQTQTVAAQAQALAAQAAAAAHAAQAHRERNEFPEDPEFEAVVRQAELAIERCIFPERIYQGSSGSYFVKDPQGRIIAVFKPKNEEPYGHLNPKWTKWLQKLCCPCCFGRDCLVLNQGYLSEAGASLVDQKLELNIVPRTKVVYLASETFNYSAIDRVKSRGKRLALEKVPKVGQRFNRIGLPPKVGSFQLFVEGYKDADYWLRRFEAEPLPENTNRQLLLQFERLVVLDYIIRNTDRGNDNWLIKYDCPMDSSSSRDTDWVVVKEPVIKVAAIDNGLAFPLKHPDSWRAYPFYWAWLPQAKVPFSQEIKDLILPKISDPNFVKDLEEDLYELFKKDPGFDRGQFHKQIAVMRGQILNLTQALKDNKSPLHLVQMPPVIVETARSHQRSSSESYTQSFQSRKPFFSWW
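PI4K2A activity was measured by ADP-Glo luminescence: enzyme (4 ug/mL stock) and phosphatidylinositol (1.2 mM stock) in Tris pH 7.5/MgCl2/EGTA/Triton X-100 buffer were reacted with ATP (300 microM stock) for one hour at ambient temperature.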
GLS inhibitor: glutaminase GLS (human) inhibition; Potency, µM (top dose mostly 45.5 µM), for the others: at the highest dose activity change, negative = inhibition, actives largely listed as inhibitors; GLS enzymatic activity, qHTS titration; O94925; AID 624170; hit rate 0.21% among 410,000; active = well fitted inhibition curve with a large enough effect; inconclusive = small, poorly fitted or top-dose-only effect, or another doubt; inactive = no such curve, though single readings can be large or run the other way; also: potency is read from the fitted curve at half-maximal effect
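Two-point fluorescence kinetic (t0, 30 min RT) for hKGA; glutamate detected via glutamate oxidase–HRP–Amplex Red. Substrate: 1 mM L-glutamine solution; buffer 45 mM KH2PO4, pH 8.2.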
Numbers without * were called inactive; i = inactive; ? = inconclusive; [ ] = remark or other dose. Unless noted, % is scaled to controls: 0 for no effect and ±100 for the full control effect. Some of the compounds tested. The share of hits here may be higher or lower than overall.

The line under a structure holds: PI4K2A block | GLS inhibitor
> CC(=O)c1cccc(NC(=O)C2(C)Cc3c(-c4cccc(C(F)(F)F)c4)ccnc3O2)c1 (centres undefined)
  0.0 | -4.1%
> O=C(NC1CCCCC1)C1c2ccccc2OCC(=O)N1Cc1ccco1 (centres undefined)
  -1.5 | 0.9%
> C[C@H]1CN([C@@H](C)CO)C(=O)CCCn2cc(nn2)CO[C@@H]1CN(C)C(=O)Oc1ccccc1
  -4.3 | 2.4%
> CCc1nc2ccc(C(=O)Nc3cccc(OCC(=O)N(C)C)c3)cn2c1N(C)Cc1ccc(OC)cc1
  4.0 | 19.0%
> O=C(Nc1ccc(F)c(Cl)c1)c1cc(C2CCCN(S(=O)(=O)c3ccccc3)C2)on1 (centres undefined)
  1.5 | 1.0%
> COC(=O)c1c(Cl)c(Cl)c(C(=O)OC)c(Cl)c1Cl
  i | -16.8%[99.4 µM]
> COC(=O)c1ccc2nc(-c3ccc(Cl)cc3)c(Cc3cccc(F)c3)n2c1
  0.3 | -0.3%
> CC1(C(=O)Nc2ccccc2)CCN1C(=O)Cc1ccc(-c2ccccc2)cc1 (centres undefined)
  -5.9 | 2.3%
> O=C(Nc1nnc([C@@H]2C[C@H](O)[C@@H](CO)O2)s1)c1ccccc1Cl
  4.3 | -1.5%
> CCCc1nc2ccc(Br)cn2c1Cc1cccc(Cl)c1
  -2.2 | -3.9%
> CC1(C(=O)NS(=O)(=O)Cc2cccc(Cl)c2)CCN1C(=O)CCc1ccccc1 (centres undefined)
  -7.1 | 19.0%
> CC1(C(=O)NS(=O)(=O)c2cccc(Cl)c2)CCN1C(=O)C/C=C/c1ccccc1 (centres undefined)
  -6.5 | 10.8%
> CCOC(=O)[C@]12CCC=C1N(Cc1ccccc1)C(=O)[C@H](CC(=O)N1CCCCC1)C2
  3.0 | -18.2%
> CC(=O)Oc1ccc(Cn2c(C)c(C(=O)NCc3ccccc3C(F)(F)F)sc2=O)cc1
  4.7 | 3.8%
> CCCCCNC(=O)c1[nH]c(C(F)(F)F)nc1-c1ccccc1
  1.2 | 9.6%

(next part)
The line under a structure holds: PI4K2A block | GLS inhibitor
> Cc1ccc(Cl)cc1-c1cc(C(=O)NCc2cc(C(F)(F)F)cc(C(F)(F)F)c2)[nH]n1
  -1.5 | -8.0%
> CCOC(=O)Cc1c(-c2cccc(Cl)c2)nc2c3ccccc3ccn12
  -4.7 | 1.1%
> O=C1Cn2nnc(-c3ccccc3)c2C2c3ccccc3CCN12 (centres undefined)
  -1.5 | 10.9%
> CN1CCn2cnc(C(=O)NCc3ccc(CNC(=O)OC(C)(C)C)cc3)c2C1=O
  2.3 | 0.7%
> CCOC(=O)n1c2ccccc2c(=O)n1CCO
  2.3 | -0.9%
> CC(C)N(C)c1ncnc2c1ncn2[C@H]1CN(Cc2ccc(Cl)cc2)C[C@@H](CO)O1
  -5.5 | -2.2%
> Cc1ccccc1S(=O)(=O)N1CCN(c2ccc3c(c2)C2CC3CCN2C(=O)OCc2ccccc2)CC1 (centres undefined)
  3.2 | -1.7%
> O=C(Nc1cc(C(F)(F)F)ccc1F)C1Cc2c(-c3ccccc3Oc3ccccc3)ccnc2O1 (centres undefined)
  1.1 | -2.7%
> C[C@H]1COc2cc(N3CCSCC3)ccc2S(=O)(=O)N1
  -9.7 | -15.8%
> N#CC1=C(Nc2ccccc2Cl)SC2(CCCC2)NC1=O
  -4.1 | 4.2%
> CC(=O)Nc1cccc(-c2csc(C(C)(O)c3ccccc3)n2)c1 (centres undefined)
  -0.1 | 3.8%
> CCCC(=O)N1CCCC(c2cc(C(=O)NCc3cccnc3)no2)C1 (centres undefined)
  -1.1 | 4.9%
> O=CNc1cc(-c2ccccc2)cn2c(-c3ccc(F)c(Cl)c3)cnc12
  -3.0 | -4.9%
> COc1ccccc1Cn1c(C)c(C(=O)NCCC#N)sc1=O
  0.5 | -26.1%
> Nc1ncnc2c1ncn2[C@@H]1O[C@H](C(=O)NS(=O)(=O)c2cccs2)[C@@H](O)[C@H]1O
  ? | 6.3%

(listing goes on)
The line under a structure holds: PI4K2A block | GLS inhibitor
> CCCC(=O)N1CCCC1(C)C(=O)Nc1ccc(C)c(C)c1 (centres undefined)
  -0.9 | -3.5%
> COc1cccc(-c2cnc3c(NC(C)=O)cc(-c4ccc(C(=O)N5CCOCC5)cc4)cn23)c1
  -11.3 | -1.9%
> Cc1c(C(=O)NCc2ccc(F)cc2)sc(=O)n1Cc1ccccc1F
  -8.0 | -10.0%
> COc1ccc(-c2cncc3nccn23)cc1OC
  -4.7 | 4.1%
> CCC(=O)N1CCC(C)(C(=O)Nc2ccc3c(c2)OCO3)C1 (centres undefined)
  1.7 | 1.4%
> O=C(O)Cn1nncc1-c1ccc(C(F)(F)F)cc1
  -2.0 | 2.9%
> COc1ccc(Cc2c(-c3cccc(Br)c3)nc3cc(C)c(Br)c(C)n23)c(C)c1
  -2.6 | 5.7%
> O=c1[nH]cnc2c1ncn2C1CCC(CO)O1 (centres undefined)
  -2.3 | -5.8%
> COc1ccc(Cl)cc1-c1cc(C(=O)NCc2cccs2)[nH]n1
  5.9 | 4.7%
> CCCC(=O)N1CCC1(C)C(=O)Nc1cc(OC)c(OC)c(OC)c1 (centres undefined)
  0.1 | 16.5%
> COc1cccc(C(O)c2nc(-c3cnn(C)c3)cs2)c1 (centres undefined)
  -3.1 | -1.4%
> COC(=O)c1cnc(Nc2nc(CN)cs2)nc1C(F)(F)F
  -5.8 | 2.7%
> CC1(C(=O)NCC2CC2)CCN1C(=O)C1(c2ccccc2)CC1 (centres undefined)
  8.0 | -1.3%
> CCCCn1nnnc1C1(C)CCC(=O)N1Cc1ccc(C)cc1 (centres undefined)
  -4.3 | -0.2%
> O=c1ccn([C@@H]2O[C@H](CNCc3c(OCc4ccccc4F)ccc4ccccc34)[C@@H](O)[C@H]2O)c(=O)[nH]1
  -0.2 | -2.4%

Sorted by length of the SMILES (smallest number first): some entries from above
The line under a structure holds: PI4K2A block | GLS inhibitor
> O=c1[nH]cnc2c1ncn2C1CCC(CO)O1 (centres undefined)
  -2.3 | -5.8%
> CCCCn1nnnc1C1(C)CCC(=O)N1Cc1ccc(C)cc1 (centres undefined)
  -4.3 | -0.2%
> CCCC(=O)N1CCCC1(C)C(=O)Nc1ccc(C)c(C)c1 (centres undefined)
  -0.9 | -3.5%

Following part:
The line under a structure holds: PI4K2A block | GLS inhibitor
> COc1ccc(-c2cc(C(=O)NCc3ccc(C(F)(F)F)cc3)[nH]n2)c(C)c1
  1.4 | -12.3%
> Cc1cccc(-c2noc(-c3csc([C@@H]4C[C@H](O)[C@@H](CO)O4)n3)n2)c1
  -1.3 | -2.9%
> O=C1NC[C@H](CCCCN2CCN(CCC3CCCCC3)C(=O)C2=O)N(CCc2ccc(O)cc2)C1=O
  1.2 | 15.0%
> CC1(C(=O)O)CCN1C(=O)c1ccccc1F (centres undefined)
  2.8 | 16.8%
> Cc1ccc(C(O)c2ncc(-c3ccc(F)cc3)[nH]2)cc1F (centres undefined)
  -3.6 | 4.7%
> CNC[C@H]1OCc2cnnn2CCCC(=O)N([C@H](C)CO)C[C@@H]1C
  4.7 | 10.2%
> Cc1ccc2nc(-c3ccco3)c(CC3CCCCC3)n2c1
  -11.5 | -13.6%
> COc1ccc(CCN2C(=O)COc3ccccc3C2C(=O)Nc2ccc3c(c2)OCCO3)cc1OC (centres undefined)
  5.4 | 2.6%
> OC(c1ccccc1)(c1nc(/C=C/c2ccc(C(F)(F)F)cc2)cs1)C(F)(F)F (centres undefined)
  -6.4 | 4.8%
> O=C(Nc1c(-c2ccc3c(c2)OCO3)[nH][nH]c1=O)c1ccc2c(c1)OCO2
  ? | 23.4%
> COC(=O)c1ccc2nc(-c3ccc(Cl)cc3)c(Cc3cccc(Cl)c3)n2c1
  4.8 | -4.5%
> CC(C)Nc1nc(Nc2ccc(C#N)cc2)c2sccc2n1
  4.6 | 4.4%
> COC(=O)c1ccc(N2C(c3cc(OC)cc(OC)c3)=Cc3ccc(-c4cnc(OC)nc4)cc3C2CC(=O)C2CC2)cc1 (centres undefined)
  -1.1 | 1.5%
> COc1ccc(CN2C(=O)CCC2(C)c2nnnn2-c2c(C)cccc2C)cc1 (centres undefined)
  -7.9 | -5.3%
> CCCCN1C(=O)C(=O)NC[C@H]1Cc1cccc2ccccc12
  -2.8 | -24.3%

(cont.)
The line under a structure holds: PI4K2A block | GLS inhibitor
> COc1ccc(NC(=S)N2CCC3CC2c2cc(-c4ccc5c(c4)OCO5)ccc23)c(OC)c1 (centres undefined)
  -1.4 | 10.3%
> Cn1cnc(S(=O)(=O)N2CCCCC2c2cc(C(=O)Nc3cccc(C#N)c3)no2)c1 (centres undefined)
  -15.6 | 3.6%
> CCCS(=O)(=O)NC(=O)C1(C)CCN(C(=O)c2ccc(OC)cc2)C1 (centres undefined)
  -5.7 | 21.5%
> C[C@H]1COc2cc(N3CC[C@H](O)C3)ccc2S(=O)(=O)N1
  4.7 | 15.2%
> CCCCNc1c(CC(C)C)nc2nc(C)cc(C)n12
  6.1 | 3.0%
> Cn1cnc(S(=O)(=O)N2CCCCC2c2cc(C(=O)Nc3cccc4c3CCCC4)no2)c1 (centres undefined)
  4.1 | -0.9%
> O=C(/C=C/[C@H]1O[C@@H](n2cnc3c(NC(=O)c4ccccc4)ncnc32)[C@H](O)[C@@H]1O)NCC1CCCO1 (some centres undefined)
  -0.2 | 8.1%
> O=C(Nc1cccc2c(=O)[nH][nH]c(=O)c12)c1ccc([N+](=O)[O-])cc1
  -10.0 | -0.1%
> COCCCNC(=O)C[C@@H]1C[C@@]2(C(=O)OC)CCCCC=C2N(Cc2ccc(Cl)cc2Cl)C1=O
  -3.5 | -1.6%
> CCCCn1nnnc1C(c1ccccc1)N1CCN(C)CC1 (centres undefined)
  0.7 | -4.2%
> CS(=O)(=O)c1ccc(C(=O)OCC(=O)N2CCN(CCC3CCCCC3)CC2)cc1[N+](=O)[O-]
  -6.2 | -17.0%
> CCOC(=O)C1(C)CCN1C(=O)c1cncc(Br)c1 (centres undefined)
  5.9 | -8.8%
> COc1ccc(-c2cc(NC=O)c3ncc(-c4cccc(C(=O)N(C)C)c4)n3c2)c(OC)c1
  -4.3 | -2.1%
> CCOC1CCCc2oc(-c3ccc(OC)cc3)c(C(=O)NCCCCO)c21 (centres undefined)
  -1.1 | -26.7%
> COCCNC(=O)C1CCCN(C(=O)c2sccc2C)CC1 (centres undefined)
  1.7 | -13.2%

New compounds follow:
The line under a structure holds: PI4K2A block | GLS inhibitor
> Cc1ccc(C(O)c2ncc(-c3cccc4ccccc34)[nH]2)c(C)c1 (centres undefined)
  -2.8 | -0.3%
> COC(=O)c1ccc(Cn2c(C)c(C(=O)NCc3cccs3)sc2=O)o1
  -2.8 | -3.9%
> Cc1ccc(NC(=O)C2(C)CCN2C(=O)CCC2CCCC2)cc1C (centres undefined)
  -0.7 | 0.9%
> CC(=O)Nc1cc(-c2ccccc2N(C)C)cn2c(-c3ccc(F)c(Cl)c3)cnc12
  -11.7 | 2.8%
> COc1ccccc1CNc1nc(NC(C)C)nc2ccsc12
  1.7 | 2.8%
> Cc1ccc(S(=O)(=O)NC(=O)C2(C)CCN2C(=O)Cc2cccs2)nc1 (centres undefined)
  2.1 | -1.0%
> OC(c1cccc(Cl)c1)c1nc(-c2csc3ccccc23)cs1 (centres undefined)
  2.3 | -6.9%
> COc1ccc([C@H]2C[C@@H](O)C[C@@H](CCn3cc(-c4ccccc4)nn3)O2)cc1
  -1.5 | 6.6%
> C[C@H]1COc2cccc(N3CCC[C@@H]3CO)c2S(=O)(=O)N1
  -5.9 | 14.3%
> CCCCn1nnnc1C(c1cc2ccccc2o1)N1CCN(C(=O)OC(C)(C)C)CC1 (centres undefined)
  -5.2 | 0.5%
> CCCS(=O)(=O)NC(=O)C1(C)CCN(C(=O)c2c(C)noc2C)C1 (centres undefined)
  -9.1 | 20.7%
> CNc1ccc(Cl)cc1S(=O)(=O)c1ccccc1[N+](=O)[O-]
  -2.6 | -14.7%
> CC1(C(=O)NCc2ccccc2)Cc2c(-c3cccc(C(F)(F)F)c3)ccnc2O1 (centres undefined)
  -0.5 | -1.3%
> NC(CO)c1csc(Nc2ccc(C(F)(F)F)cn2)n1 (centres undefined)
  0.0 | 8.3%
> Cc1noc(C)c1C(=O)N1CCC1(C)C(=O)NS(=O)(=O)c1cccc(F)c1 (centres undefined)
  -9.0 | 0.7%

Following part:
The line under a structure holds: PI4K2A block | GLS inhibitor
> COc1cc(C(O)c2nc(-c3cccc(F)c3)cs2)ccc1F (centres undefined)
  -0.7 | 5.4%
> CCCS(=O)(=O)NC(=O)C1(C)CCCN(C(=O)c2cccc(OC(F)(F)F)c2)C1 (centres undefined)
  0.7 | 0.2%
> CC(C)c1ccc(CNC(=O)C2(C)CCCN2C)cc1 (centres undefined)
  4.2 | 0.8%
> COc1ccc(OC)c(CN2C(=O)CCC2(C)c2nnnn2Cc2ccccc2)c1 (centres undefined)
  -7.7 | -7.7%
> COc1cccc(-c2cccc(-c3nc(C(=O)NCc4ccc(Oc5ccccc5)cc4)cc4c3[C@H](CCO)N(S(=O)C(C)(C)C)C4)c2)c1 (some centres undefined)
  -2.3 | 6.4%
> COCCCNC(=O)c1ccc2sc([C@@H]3O[C@H](CO)[C@H](O)[C@H](O)[C@H]3O)nc2c1
  2.8 | -17.7%
> CCOC(=O)C1(C)CCN1C(=O)c1ccccc1Br (centres undefined)
  4.3 | -4.0%
